Source: PubChem (several laboratories)
RmlCD inh 1536: M. tuberculosis RmlC/RmlD coupled enzyme inhibitors, primary screen, biochemical, compound mixtures, 384-well, from 1536-well plates; hit rate 0.03% among 160,000; dTDP-4-dehydrorhamnose reductase (Mycobacterium tuberculosis (strain ATCC 25618 / H37Rv)) …; AID 1533, 2009; inhibition, % at 3.6 µM; RmlC+RmlD coupled enzyme assay, percent inhibition; primary screen in compound mixtures; in the data active means inhibition mostly above about 34%, no sharp cut-off; further: some results filed as inactive read as strong as hits
Target sequence (P9WH09 whole entry, looked up): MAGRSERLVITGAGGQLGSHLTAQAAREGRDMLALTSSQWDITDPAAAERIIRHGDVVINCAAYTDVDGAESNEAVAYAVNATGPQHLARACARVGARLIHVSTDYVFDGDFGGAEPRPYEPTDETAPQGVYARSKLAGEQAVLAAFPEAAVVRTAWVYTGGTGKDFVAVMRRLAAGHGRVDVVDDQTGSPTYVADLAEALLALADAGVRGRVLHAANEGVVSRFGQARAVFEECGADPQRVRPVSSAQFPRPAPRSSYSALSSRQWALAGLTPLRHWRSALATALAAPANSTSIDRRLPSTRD
Target sequence (P9WH11 whole entry, looked up): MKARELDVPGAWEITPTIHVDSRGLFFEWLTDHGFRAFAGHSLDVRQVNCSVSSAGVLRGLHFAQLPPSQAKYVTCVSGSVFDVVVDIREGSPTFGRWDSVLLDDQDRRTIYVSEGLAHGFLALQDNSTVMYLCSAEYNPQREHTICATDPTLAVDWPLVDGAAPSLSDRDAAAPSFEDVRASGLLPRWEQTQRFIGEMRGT
GlmU inhibition: inhibition of mycobacterial GlmU enzyme – biochemical, glucosamine-1-phosphate acetyltransferase (AID 1376). Bifunctional protein GlmU (Mycobacterium tuberculosis (strain ATCC 25618 / H37Rv)). M. tuberculosis GlmU acetyltransferase enzyme assay; higher % means a stronger effect. inhibition, %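 (tested at 30 µM in the primary screen)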; hits with a dose series show IC50 in µM. hit rate 0.25% among 220,000; in the data active means inhibition above about 13%;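 further: 0% = complete reaction with vehicle and 100% = reaction without substrate; strong numbers were not always called active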
An asterisk follows results filed as active; . = not tested or not shown.

SMILES	RmlCD inh 1536	GlmU inhibition
C=C(C)C1CC=C(C)/C(=N/NC(=O)C2CC2c2ccccc2)C1 (stereo not given)	-7.6	2.1%
Cc1cc(C)c2c(CN3CCN(C)CC3)cc(=O)oc2c1	-6.5	2.2%
O=C(CSc1ncnc2scc(-c3ccccc3)c12)NCc1ccc2c(c1)OCO2	-12.7	8.2%
Cc1noc(N)c1C(=O)Nc1ccc(C(C)(C)C)cc1	.	-3.7%
COc1ccc(NC(=O)CN(C)CC(=O)Nc2ccc3c(c2)CCC3)cc1	10.7	2.2%
O=C(CCc1nnc(CCc2c[nH]c3ccccc23)o1)NC1CCC1	.	4.0%
O=C(O)Cc1csc(NC(=O)c2ccco2)n1	.	6.8%
CC(N1CCOC1=O)S(=O)(=O)c1ccccc1 (stereo not given)	-16.1	1.6%
COc1cccc(C2=NN(C(=O)c3ccco3)C(O)(C(F)(F)F)C2)c1 (stereo not given)	-8.4	3.3%
O=C(CSc1ccc(Cl)cc1)Nc1cccc(-c2nc3ncccc3o2)c1	-2.5	.
Nc1c(-c2ccc(Cl)cc2)nnn1-c1ccccc1	46.0	-1.4%
O=C(CNC(=S)NC(=O)c1ccc(F)cc1)c1ccccc1	-15.4	4.7%
COc1cccc(CNc2ccc(C(=O)O)cc2)c1OCc1ccccc1	.	1.1%
Cc1cccc(NC(=O)CSc2nnc(CN3CCOCC3)n2C)c1C	14.0	-2.5%
Cc1ccc(C(=O)CSc2ccccn2)cc1	3.6	1.5%
CC(=O)Nc1ccc(C(=O)Nc2nc(-c3ccccn3)cs2)cc1	-2.5	2.7%
CS(=O)(=O)NCCNc1cc(Cl)ccc1[N+](=O)[O-]	6.9	3.8%
O=C(Cc1ccc(Cl)cc1)Nc1ccc(N2CCN(C(=O)c3ccco3)CC2)cc1	8.7	2.1%
Nc1cc(N)nc(SCC(=O)NNC(=O)c2ccc(Cl)cc2)n1	.	9.3%
O=C1c2cccc(OCC(=O)N3CCCc4ccccc43)c2CCN1Cc1cccnc1	4.0	-4.4%
COc1ccc(-c2cn3c(C)c(C(=O)N4CCCc5ccccc54)sc3n2)cc1	.	-9.6%
COc1cc(OC)cc(-c2cc3nc(C)c(CCC(=O)NC(C)CCc4ccco4)c(C)n3n2)c1 (stereo not given)	4.9	1.1%
CCc1ccc(NC(=O)CN(c2ccccc2)S(=O)(=O)N(C)C)cc1	6.4	0.1%
O=C(N/N=C/c1cccc(Cl)c1Cl)Nc1ccccc1	.	-0.2%
CCOC(=O)C1(CC2CC2)CCN(Cc2cnc(-c3ccccc3C)nc2)CC1	11.8	0.7%

Compound profiles, from the list above. Screens in order: RmlCD inh 1536 | GlmU inhibition
O=C(N/N=C/c1cccc(Cl)c1Cl)Nc1ccccc1 reads . | -0.2%
COc1cccc(CNc2ccc(C(=O)O)cc2)c1OCc1ccccc1 reads . | 1.1%
Cc1cc(C)c2c(CN3CCN(C)CC3)cc(=O)oc2c1 reads -6.5 | 2.2%
O=C(CNC(=S)NC(=O)c1ccc(F)cc1)c1ccccc1 reads -15.4 | 4.7%
COc1cc(OC)cc(-c2cc3nc(C)c(CCC(=O)NC(C)CCc4ccco4)c(C)n3n2)c1 (stereo not given) reads 4.9 | 1.1%

Continued.
SMILES	RmlCD inh 1536	GlmU inhibition
CC(C)(C)Cc1nnc(NS(=O)(=O)c2ccc(F)cc2)s1	101.4	-1.4%
O=C(NCc1ccccc1Cl)c1ccc(Br)o1	4.2	-1.8%
C=CCN1C(=O)/C(=C2\SC(N3CCOCC3)=NC2=O)c2cc(Br)ccc21	4.0	-1.5%
COc1ccc(CCNC(=O)COC(=O)c2ccc[nH]c2=O)cc1	.	-3.5%
N#C/C(=C\c1cn[nH]c1-c1ccccc1Br)C(=O)O	-9.4	-3.1%
O=C(c1ccco1)N(Cc1ccc([N+](=O)[O-])cc1)c1ccc(Br)cc1	-9.0	2.6%
COc1cc2[nH]c(=S)n(Cc3ccc(F)cc3)c(=O)c2cc1OC	8.2	-4.4%
COC(=O)NNC(=O)CCCOc1ccc(Cl)cc1Cl	-14.1	5.4%
CCOC(=O)C1(Cc2ccccc2)CCCN(Cc2ccc(OCC)c(CO)c2)C1 (stereo not given)	-9.2	6.2%
Cc1ccc(CNC(=O)CSc2nc(N3CCCCC3)nc(N3CCCCC3)n2)cc1	-4.1	1.0%
COc1ccc(Nc2nc(CC(C)=O)ns2)cc1	.	-1.8%
O=C(CCCn1c(=O)[nH]c2ccsc2c1=O)N1CCCCC1	7.6	-2.6%
O=C(CSCc1ccccc1Cl)NN=C1CCCCCC1	-1.4	2.5%
Cc1cc(C)n2nc(-c3cccnc3)nc2n1	.	1.5%
CC(NC(=O)NC1CCCCC1)C(c1cccs1)N1CCN(c2ccccc2)CC1 (stereo not given)	-9.8	-0.4%
COc1cccc(N/C=C/c2onc(C)c2[N+](=O)[O-])c1	-3.8	2.0%
O=C(CSc1nc(-c2ccccc2)cc(=O)[nH]1)N1CCc2ccccc21	6.7	-1.8%
COc1cc(CC(=O)N/N=C/c2ccccc2)c([N+](=O)[O-])cc1OC	.	2.8%
CCc1nnc(NC(=O)c2ccc(Cl)c(S(=O)(=O)N3CCc4ccccc4C3)c2)s1	6.1	-3.6%
Nc1nc(SCC(=O)NCc2ccc3c(c2)OCO3)n[nH]1	-1.8	1.7%
CCOC(=O)c1ccc(S(=O)(=O)NNC(=O)COc2ccc(C)cc2)cc1	-8.6	8.0%
O=C(CCc1ccccc1)N1CCN(CCO)CC1	4.5	4.0%
CCc1ccc(C(=O)N/N=C/c2ccc(Cl)cc2Cl)nc1	-8.3	-1.3%
O=C(COC(=O)CCc1nc2ccccc2c(=O)[nH]1)NC(c1ccccc1)c1ccccc1	.	0.3%
COC(=O)C1=C(C)NC(C)=C(C(=O)OC)C1c1ccc(-c2cccc([N+](=O)[O-])c2)o1	12.3	8.3%

By substructure, the entries above containing a nitro group on carbon
SMILES	RmlCD inh 1536	GlmU inhibition
CS(=O)(=O)NCCNc1cc(Cl)ccc1[N+](=O)[O-]	6.9	3.8%
O=C(c1ccco1)N(Cc1ccc([N+](=O)[O-])cc1)c1ccc(Br)cc1	-9.0	2.6%
COc1cccc(N/C=C/c2onc(C)c2[N+](=O)[O-])c1	-3.8	2.0%
COc1cc(CC(=O)N/N=C/c2ccccc2)c([N+](=O)[O-])cc1OC	.	2.8%
COC(=O)C1=C(C)NC(C)=C(C(=O)OC)C1c1ccc(-c2cccc([N+](=O)[O-])c2)o1	12.3	8.3%

Additional compounds.
SMILES	RmlCD inh 1536	GlmU inhibition
CN(C)CCCNC(=S)NCCNc1nc2cc3c(cc2cc1C#N)OCO3	6.9	1.6%
Cc1oc(C)c(C(N)=O)c1C(N)=O	14.4	1.6%
Cc1cccc(N/C=C/c2onc(C)c2[N+](=O)[O-])c1	8.8	-3.3%
COc1ccc(/C=C/C(=O)NC(C)CCc2ccccc2)cc1 (stereo not given)	-3.0	-5.8%
CC(=O)c1ccc(Nc2c(C)n(C)n(-c3ccccc3)c2=O)cc1	14.6	-4.8%
Cc1nn(Cc2ccccc2Cl)c(C)c1C(=O)NCc1ccco1	-3.5	-1.7%
CCCCOc1ccccc1NC(=O)CC1Nc2ccccc2NC1=O (stereo not given)	.	4.6%
COc1ccccc1CN(CC(=O)NCc1ccc2c(c1)OCO2)C(=O)c1ccc2c(c1)OCCO2	.	1.9%
COc1ccc(C2=NOC(COc3ccc4c(C)cc(=O)oc4c3)C2)c(OC)c1 (stereo not given)	.	2.7%
CCc1nnc(NCn2nc(C)cc2C)s1	-8.9	-2.1%
O=C(CN1C(=O)COc2ccc(Cl)cc21)Nc1ccc2c(c1)OCCO2	-7.3	0.5%
O=C(c1ccc(Cl)cc1)N1CCN=C1c1ccccc1	-10.1	-2.9%
CCN(CC)CCNC(=O)c1c(C)oc2cc(Br)c(OC)cc12	-2.4	-6.2%
Oc1c(C=Nc2ccccc2)sc2ccccc12	-0.5	-1.4%
COc1ccc(CCN(C)C(=O)C2CCN(Cc3ccc(C)cc3)CC2)cc1OC	4.7	1.7%
CCOC(=O)N1CCN(C(=O)Cn2ncn3nc(-c4cccs4)cc3c2=O)CC1	4.7	-0.2%
CC1(C)CC(=O)c2cc(O)ccc2O1	.	0.8%
COc1ccccc1CNC(=O)C1CC2Cn3c(nc4ccccc43)C2N1C (stereo not given)	.	3.6%
CCCNS(=O)(=O)c1ccc(OCC(=O)N2CCN(Cc3ccc4c(c3)OCO4)CC2)cc1	0.2	-3.1%
Cn1c2ccccc2c(=O)c2c(=O)n(Cc3ccco3)c(-c3ccc(Cl)cc3Cl)nc21	-3.5	-1.0%
COc1ccc2c(=O)c3c(=O)n(CCc4ccccc4)c(C(C)C)nc3oc2c1	-4.9	0.5%
Cc1csc(NC(=O)Cc2c[nH]c3ccccc23)n1	-13.1	3.9%
COc1ccc(Oc2coc3c(CN(C)C)c(O)ccc3c2=O)cc1	-14.3	1.4%
COc1ccc(/C=C2\N=C(c3ccccc3Cl)NC2=O)cc1	83.7	7.2%
CCn1nc(C)c(CNC(=O)Nc2ccccc2C(=O)OC)c1C	-7.8	1.7%
SMILES	RmlCD inh 1536	GlmU inhibition
CC1CCc2c(sc3nc(C4CC4)nc(N4CCN(C(=O)c5ccco5)CC4)c23)C1 (stereo not given)	.	-0.1%
O=C(Cn1c(=O)n(Cc2ccccc2)c(=O)c2ccccc21)NCc1ccco1	12.3	-6.1%
COc1ccc(CNC(=O)c2ccc(C(C)(C)C)cc2)cc1	-15.0	-1.6%
CC1CC(C)(C)NC(=S)N1CCC(=O)Nc1ccc2c(c1)OCCO2 (stereo not given)	-6.8	-0.4%
CCC[C@@H]1CCCO[C@@](C(=O)NCc2cc(C)n(C)n2)(C(F)(F)F)C1	.	-5.9%
CC(C)=CCN1CCN(Cc2cccc3nccnc23)CC1CCO (stereo not given)	9.6	0.2%
O=C(O)c1ccc(N2CCS(=O)(=O)CC2)cc1	.	-4.5%
Cc1ccc2nsnc2c1NC(=O)CCl	-7.3	2.4%
Cn1cccc1/C=N/N1CCN(Cc2ccc(Cl)cc2)CC1	-4.8	4.3%
COC(=O)c1cc(S(=O)(=O)Nc2cccc(S(N)(=O)=O)c2)oc1C	.	3.0%
CCC(C)NS(=O)(=O)c1ccc(S(=O)(=O)N2CC=C(c3ccc(F)cc3)CC2)cc1 (stereo not given)	.	4.5%
COc1cccc(N2CCN(c3c4c(nc5ncnn35)CCC4)CC2)c1	9.1	.
O=C1NC(=NCc2ccccc2)S/C1=C/c1ccc(O)cc1	.	2.8%
COc1ccc(NC(=S)N2CCNC(=O)C2CC(=O)Nc2cccc(Cl)c2C)cc1 (stereo not given)	9.3	-5.2%
COc1cccc(OC)c1C(=O)NC(=S)NCc1ccccc1	0.7	-1.9%
C/C(=N\O)C(C)(C)Nc1cccc(F)c1	-28.3	7.0%
CCC1CCCCN1CCNS(=O)(=O)c1ccc2c(c1)oc(=O)n2C (stereo not given)	0.2	-5.4%
CC(C)(C)NC(=O)C(c1c[nH]c2ccccc12)N(C(=O)Cn1nnc(-c2ccc(Cl)cc2)n1)c1ccccc1F (stereo not given)	3.2	5.3%
O=[N+]([O-])c1ccc(OS(=O)(=O)Cc2ccccc2)cc1	-1.5	-7.6%
CCc1nnc(NC(=O)c2ccc(NS(=O)(=O)c3ccccc3)cc2)s1	.	-0.2%
CCOC(=O)C(C)Sc1ccc2nnc(-c3ccc(F)cc3)n2n1 (stereo not given)	4.5	-0.5%
Cc1cc2c(NC(=O)CCCC(=O)O)cccc2nn1	8.2	-3.3%
COc1cc(/C=C/C(=O)NC(C)(C)C)ccc1OCc1ccccc1	.	-2.6%
N=c1c2c(n(Cc3ccc(Cl)c(Cl)c3)c3c1CCC3)CCCC2	-10.1	-1.9%
CCC(=O)Nc1cccc(NC(=O)CSc2nnc(-c3ccc(NS(C)(=O)=O)cc3)n2CC)c1	11.9	1.2%
SMILES	RmlCD inh 1536	GlmU inhibition
Cc1ccc(/C=C2/NC(=O)N(Cc3ccccc3)C2=O)o1	11.1	-1.1%
O=S1(=O)CCN2C(=N1)Sc1c2ccc2c1CCCC2	-8.9	0.6%
CCCCC(CC)CNC(=O)c1[nH]c(C)c(C(C)=O)c1C (stereo not given)	-5.2	1.1%
CCOc1ccc(NC(=S)Nc2ccc(OC(F)(F)F)cc2)cc1	9.1	-0.8%
CC1(C)OC(=O)C(=CNCC(O)c2ccccc2)C(=O)O1 (stereo not given)	24.3	-4.8%
O=C(Nc1c(C(=O)Nc2cccc(F)c2)oc2ccccc12)c1ccc2c(c1)OCO2	5.3	-4.2%
CCCCS(=O)(=O)NC1=NCN(CC)CN1	.	-4.3%
CC(=O)Nc1sc2c(c1C(c1cccc(Cl)c1)N1CCN(CCO)CC1)CCCC2 (stereo not given)	-8.7	-4.6%
Cc1cc(C(=O)OCC(=O)N2CCN(c3ccccc3)CC2)c2ccccc2n1	-0.3	-3.1%
Cc1ccc(C2/C(=C(/O)c3ccc(Br)cc3)C(=O)C(=O)N2Cc2ccco2)o1 (stereo not given)	0.4	-3.5%
CCC(=Nc1ccc(N)cc1)C1=C(O)C(C(=O)OC)C(C)(C)CC1=O (stereo not given)	.	3.3%
CCCCn1nnc(NC(=O)COc2ccc(Cl)c(C)c2)n1	11.7	-5.9%
CC1(C)CC(=O)C(C=NCc2ccc3c(c2)OCO3)=C(O)C1	-2.5	2.4%
Cc1c(NC(=S)NC(=O)c2ccc(-c3ccc(Cl)cc3)o2)cccc1C(=O)O	16.8	-0.5%
Cc1cc(C)c(S(=O)(=O)Nc2ccc(O)c(Sc3ncn[nH]3)c2)c(C)c1	10.2	5.4%
CCn1c(SCC(=O)Nc2nc(C)cs2)nnc1C(C)NC(=O)c1ccccc1 (stereo not given)	2.6	-2.0%
CC(=O)CSc1nnc(NC(=O)CCc2ccccc2)s1	-7.0	4.9%

Not all compounds are listed (hit frequency here may not be typical).
